# Screening data from PubChem BioAssay.
# RSV antiviral HEp-2: inhibition of RSV-induced cytopathic effect – HEp-2 cells, primary 10 µM value included (AID 2391). HEp-2 cells, RSV-induced CPE inhibition; higher % means a stronger effect. CPE inhibition, % at 10 µM, or IC50 in µM where a hit was titrated. 310,000 compounds, 0.13% hits; in the data active = a potency from the dose series; inconclusive = CPE inhibition mostly from about 23% at the one dose, without a potency; inactive = the rest, 99 in 100 with CPE inhibition below about 21%; also: strong numbers were not always called active
# MgcRacGAP inhibition: MgcRacGAP GTPase-activating activity inhibitors, confirmation, biochemical, ADP Hunter fluorescence; MgcRacGAP-stimulated Rac1 GTP hydrolysis, ADP Hunter fluorescence; higher % means a stronger effect; GST-tagged Rac1 F28L mutant substrate; inhibition, % at 30 µM, or IC50 in µM where a hit was titrated; 340,000 compounds, 0.6% hits; AID 624330;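 active = first-screen hits whose inhibition reached a set limit at any dose in the follow-up dose series; inconclusive = inhibition above the set first-screen limit but never retested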;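 also: fluorescence reports GDP produced by GAP-driven GTP hydrolysis; strong numbers were not always called active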
# NTR1 ag: agonists of NTR1, primary screen, imaging, U2OS cells, beta-arrestin-GFP, high content (AID 493036). P30989. NTR1-U2OS beta-arrestin-GFP spot imaging, agonist mode. activation, % at 20 µM. 330,000 compounds, 0.17% hits;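 active = activation at or above 40% of the spot to cytoplasm intensity ratio, with at least 20 cells analyzed; inconclusive = wells under 20 cells, flagged as cytotoxic or low count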;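 also: 0% = DMSO without peptide and 100% = 100 nM NTR1 peptide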
# Target sequence (P30989 whole entry, looked up): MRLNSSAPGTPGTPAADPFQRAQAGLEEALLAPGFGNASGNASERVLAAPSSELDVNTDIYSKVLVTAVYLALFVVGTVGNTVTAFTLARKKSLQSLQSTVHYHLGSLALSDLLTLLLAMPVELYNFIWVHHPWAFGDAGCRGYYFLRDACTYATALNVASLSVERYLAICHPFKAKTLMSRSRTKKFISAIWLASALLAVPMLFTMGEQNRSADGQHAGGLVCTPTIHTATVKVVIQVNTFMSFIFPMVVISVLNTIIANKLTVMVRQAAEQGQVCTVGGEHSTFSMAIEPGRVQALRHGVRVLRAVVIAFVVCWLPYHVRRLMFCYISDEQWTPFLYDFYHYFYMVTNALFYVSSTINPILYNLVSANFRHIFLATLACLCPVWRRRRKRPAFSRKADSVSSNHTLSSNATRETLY
# West Nile antiviral: inhibition of WNV-induced cytopathic effect – cell-based, CPE readout (AID 1621); one-dose CPE inhibition, % at 10 µM; IC50 in µM for titrated hits; West Nile virus-infected cells, CPE inhibition; higher % means a stronger effect; 290,000 compounds, 0.02% hits; in the data active = a potency from the dose series; inconclusive = CPE inhibition mostly from about 3.7% at the one dose, without a potency; inactive = the rest, 99 in 100 with CPE inhibition below about 2.2%; also: strong numbers were not always called active
# NS5 inhibitors: Dengue-2 NS5 methyltransferase inhibitors, primary screen, biochemical, confirmation dose response (AID 588689); Dengue-2 NS5 methyltransferase capping enzyme assay, biochemical; higher % means a stronger effect; inhibition, % at 25 µM; hits with a dose series show IC50 in µM; 340,000 compounds, 0.3% hits; in the data active = a potency from the dose series; inconclusive = inhibition above about 29% without an active follow-up result
# T cell HTS: modulates CD8 T cell binding to vesicles | 330,000 compounds, 0.068% hits | 2C CD8+ T cell-vesicle binding, flow cytometry; active compounds read low | calls only at 7 µM | AID 2052;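 active = response, share of CD8 T cells binding vesicles, and their 90th percentile fluorescence all below set limits, cut at about 80% in these data, passing the limit was not always enough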
#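 Incubation: binding step 1.5 h, 37 °C, antibody labelling 20 min, ice; system: murine 2C transgenic CD8+ T lymphocytes; technique: cytometric PE anti-B7-1 and Alexa647 anti-CD8 signals after 1% paraformaldehyde fixation; also added: QL9-charged Drosophila Ld/ICAM-1/B7-1 vesicles; control set: naked versus QL9-loaded vesicles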
# PhoP inhibition: inhibitors of PhoP regulon expression, primary screen, Salmonella Typhimurium, GFP reporter (AID 1863). S. Typhimurium PhoP-regulated promoter GFP reporter, 4 h; higher % means a stronger effect. inhibition, % at 50 µM; hits with a dose series show IC50 in µM. 300,000 compounds, 0.16% hits;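 active = inhibition over 29.93%, a cutoff 3 SD above the screen mean, later confirmed by dose response; inconclusive = inhibition over 29.93% but no dose response follow-up; inactive = inhibition at most 29.93% or unconfirmed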;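 also: 0% = low Mg2+ inducing control and 100% = high Mg2+ repressing control; strong numbers were not always called active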
# UTI89 phage lysis: inhibition of K1F phage lysis, E. coli UTI89, bacterial capsule biogenesis inhibitors, alamar blue (AID 488966); E. coli UTI89 K1F phage lysis, alamar blue, 2 h; higher % means a stronger effect; inhibition, % at 100 µM, or IC50 in µM where a hit was titrated; 340,000 compounds, 0.02% hits;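 active = phage lysis inhibition, versus mean bacterial control, above a set limit; inconclusive = no clear call, values can overlap the other calls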;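 also: capsule biogenesis inhibitors block K1F phage lysis so surviving cells raise fluorescence; higher fluorescence means more inhibition of phage lysis; actives were called in the ten point dose series up to 300 µM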
# SV40 large T antigen: SV40 large T antigen inhibitors, biochemical (AID 1903) | SV40 large T antigen ATPase/helicase inhibition assay; higher % means a stronger effect | one-dose inhibition, % at 20 µM; IC50 in µM for titrated hits | 310,000 compounds, 0.39% hits; in the data active = a potency from the dose series; inconclusive = inhibition mostly from about 32% at the one dose, without a potency; inactive = the rest, 99 in 100 with inhibition below about 32%; also: strong numbers were not always called active
# T cell HTS vesicle-bound %: recorded beside T cell HTS, whose call it bears; double positive events, %; measured here: CD8+ vesicle-bound cell fraction;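 binding gate set so that unloaded-vesicle control wells show 10% double positive cells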
# NTR1 ag cell count 20 µM: recorded beside NTR1 ag, whose call it bears; cell count; measured here: cell count, cytotoxicity flag
# The depositor's hits bear a star; i = inactive; ? = inconclusive; / = no result given; [ ] = dose if it differs, or a comment.
SMILES,RSV antiviral HEp-2,MgcRacGAP inhibition,NTR1 ag,NTR1 ag cell count 20 µM,West Nile antiviral,NS5 inhibitors,T cell HTS,T cell HTS vesicle-bound %,PhoP inhibition,UTI89 phage lysis,SV40 large T antigen
COc1ccc(S(=O)(=O)N(C)C[C@H]2Oc3ccc(NS(=O)(=O)c4ccc(F)cc4)cc3C(=O)N([C@H](C)CO)C[C@@H]2C)cc1,/,10%,-2.1,67,/,-9%,i,10,/,0.5%,/
Cc1c(NC(=O)C(CC(=O)O)NCc2ccco2)c(=O)n(-c2ccccc2)n1C (centres undefined),/,8%,/,/,-0.1%,-1%,/,/,6%,-0.7%,7%
CS(=O)(=O)N1CCCC(C(=O)Nc2ccccc2F)C1 (centres undefined),0.1%,8%,0.1,64,0.3%,/,i,43,10%,1.1%,2%
Cc1cc(C(=O)N/N=C/c2c(C)nn(-c3ccccc3)c2C)n[nH]1,3.3%,-4%,2.3,37,0.7%,-6%,i,55,-4%,-0.2%,3%
COc1cc(C)c(S(=O)(=O)NCCCn2ccnc2)cc1C,2.6%,5%,1.0,50,-0.9%,-5%,i,10,7%,4.5%,6%
CC(=O)Nc1ccc(S(=O)(=O)N2CCC(C(=O)NCCC(=O)NCc3ccccc3)CC2)cc1,2.6%,13%,0.3,50,-0.2%,-5%,i,23,-1%,0.2%,13%
COc1cc(C)c(NC(=O)Cc2ccsc2)cc1OC,-0.1%,8%,0.9,49,-0.2%,-5%,i,24,7%,0.4%,23%
O=C(NN1C(=O)C2C3C=CC(C3)C2C1=O)C(O)c1ccccc1 (centres undefined),3.0%,10%,-0.8,35,0.5%,-2%,i,54,-3%,0.0%,20%
S=C(Nc1ccccc1)N1CCn2c1nc1ccccc12,0.4%,12%,8.8,53,1.7%,2%,i,15,-3%,0.1%,-1%
O=C(CSc1nc(-c2ccc(F)cc2)nc2c1Cc1ccccc1O2)Nc1ccc(C(=O)O)cc1,/,5%,/,/,-0.3%,0%,/,/,5%,0.3%,4%
N#CCCN1CCNCC1,0.7%,2%,-1.1,43,-0.2%,-7%,i,2,-2%,4.7%,9%
CC(C)(C)C1CCc2[nH]c3ccccc3c(=O)c2C1 (centres undefined),-1.5%,11%,0.4,50,?,-9%,i,24,-2%,0.2%,25%
O=C(O)c1cc(Cl)ccc1OS(=O)(=O)c1ccc(Cl)s1,/,-2%,1.5,66,/,4%,i,30,/,0.8%,/
COCCNC(=S)N(CCc1c(C)[nH]c2ccc(C)cc12)Cc1ccco1,13%,4%,7.0,45,-1.3%,-12%,i,41,-3%,-1.1%,11%
COc1ccc(/C=C2\Sc3ccc(C(=O)NCc4cccnc4)cc3N(C)C2=O)cc1OC,?,9%,-1.0,54,0.1%,-12%,i,41,-1%,-0.2%,16%
CC1CCCC(NC(=O)c2ccc3c(=O)n(CC4CCCO4)c(=O)[nH]c3c2)C1C (centres undefined),0.8%,2%,-1.5,81,-0.1%,-2%,i,24,-5%,0.5%,27%
Cc1cccc(NC(=O)CSCc2cc(=O)n3c(C)csc3n2)c1C,-1.5%,-10%,0.5,66,0.0%,4%,i,36,4%,0.0%,-4%
C=CCNC(=S)Nc1ccc(Cl)cc1F,15%,7%,3.8,51,0.2%,-11%,i,13,7%,-0.1%,20%
CCN(CC)CCCNC(=O)CCC(=O)NNc1nc2ccccc2c2nc(C)nn12,1.7%,10%,-0.5,92,0.3%,4%,i,45,6%,0.3%,20%
COC(=O)c1ccccc1S(=O)(=O)N(Cc1ccco1)Cc1cc2cc(OC)ccc2[nH]c1=O,-0.7%,9%,1.3,73,0.0%,-7%,i,36,-3%,4.1%,14%
CCOc1ccccc1C(=O)N[C@H](C(=O)NNC(=O)c1cccs1)C(C)C,/,2%,-0.1,66,/,-4%,i,29,/,0.8%[50 µM],/
COc1ccc(CNC(=O)[C@@H]2CC=C[C@@H]3CCN(Cc4ccccc4)C(=O)[C@@H]32)cc1,-1.1%,-1%,-0.6,91,-1.0%,-5%,i,53,/,-0.2%,10%
CC1CCCC(C)N1C(=O)CSc1nc2ccccc2s1 (centres undefined),18%,8%,5.3,88,0.1%,-3%,i,33,-7%,0.0%,17%
CCc1ccc(-n2c(SCC(=O)N3CCC(C(=O)O)CC3)nnc2-c2ccncc2)cc1,1.3%,1%,-0.8,57,0.1%,-1%,i,45,-1%,0.0%,3%
Cc1ccc(C(=O)Nc2ncccc2O)cc1S(=O)(=O)N1CCCCC1,-0.1%,-3%,2.1,51,/,-7%,i,24,2%,1.3%[50 µM],33%
Cc1ccc(CNC(=O)Nc2ccc(F)cc2)n1C,1.2%,10%,/,/,0.7%,6%,i,13,9%,3.1%[50 µM],-2%
N#CC(c1ccc(Cl)nn1)c1ccc(Cl)cc1Cl (centres undefined),1.4%,12%,-2.6,30,0.0%,-14%,i,32,5%,0.1%,2%
CCC1CCCCN1C(=S)NC(=O)c1cccs1 (centres undefined),/,4%,-0.4,81,-0.4%,-5%,/,/,-7%,1.6%,9%
Cc1cc(OC(C)C(=O)N2CCN(c3ccc(F)cc3)CC2)c2c(C)c(C)c(=O)oc2c1 (centres undefined),4.2%,15%,3.3,59,0.6%,-9%,i,8,6%,0.2%,7%
CCOc1ccccc1NC(=O)C(OC(=O)c1cnccn1)c1ccccc1 (centres undefined),1.3%,0%,0.4,63,/,-3%,i,58,-3%,2.3%[50 µM],10%
COC1=CCC2([N+](=O)[O-])CN(CC(=O)O)CC1([N+](=O)[O-])C2 (centres undefined),1.3%,7%,1.7,58,0.8%,-6%,i,8,10%,1.8%[50 µM],3%
Cc1ccc2c(c1)COc1c3ccc(C(=O)N[C@@H](C)CO)cc3nn1-2,41µM*,5%,-3.0,100,-0.3%,-2%,i,57,-2%,-1.0%,20%
C=CCSc1nnc(NC(=O)C23CC4CC(CC(NC(C)=O)(C4)C2)C3)s1,1.4%,5%,2.2,59,-1.3%,-1%,i,62,-3%,2.2%[50 µM],3%
CC(=O)NC1(NC(C)=O)CCN(C)C(c2ccccc2)C1C (centres undefined),1.2%,-3%,-0.6,57,0.1%,-8%,i,50,3%,-0.1%,18%
COc1cc(/C=N/NS(=O)(=O)c2ccccc2)ccc1OS(=O)(=O)c1ccc(C)cc1,4.6%,-2%,1.4,47,-0.5%,-3%,i,45,-2%,3.0%,16%
Cc1cc(NC(=O)c2cccc(S(=O)(=O)N3CCCCCC3)c2)no1,0.3%,6%,-0.3,56,0.5%,-6%,i,4,3%,5.3%,6%
CC(=O)c1c(C)[nH]c(C(=O)N2CCc3ccccc3C2)c1C,1.7%,6%,2.4,58,0.9%,-3%,i,60,9%,2.4%,13%
Cc1c(Cl)c(C(=O)N2CCCc3ccccc32)nn1C,2.7%,7%,0.3,47,0.1%,-8%,i,32,-10%,5.0%,-1%
COc1ccc(N(CC(=O)NCc2ccc3c(c2)OCO3)C(=O)c2csnn2)cc1,1.0%,1%,3.2,44,-0.6%,-4%,i,22,-4%,0.1%,8%
COc1ccc(C(=O)CSc2nnc(CNC(=O)c3ccc(OC)cc3)n2C)cc1,0.0%,11%,-0.6,57,-0.8%,-6%,i,19,8%,0.2%,/
COc1ccc(N2CC(C(=O)Nc3nnc(SCC(=O)NC4CCCC4)s3)CC2=O)cc1 (centres undefined),-0.6%,3%,-0.3,61,-0.5%,-8%,i,42,7%,-0.1%,20%
COc1cc(/C=N/NC(=O)C(=O)Nc2ccccn2)ccc1O,2.4%,23µM*,0.7,60,0.6%,-7%,i,55,17%,2.2%[50 µM],?
CN1CCN(c2nc3c(c(=O)n(C)c(=O)n3C)n2CCSc2nc3ccccc3s2)CC1,-0.1%,/,7.0,67,0.0%,/,i,40,-6%,/,9%
COc1cc(-c2nnc3sc(-c4cccs4)nn23)cc(OC)c1OC,0.6%,4%,0.8,85,0.2%,-2%,i,29,-12%,0.3%,-4%
CCn1c(Oc2ccc(F)cc2)nc2c1c(=O)n(C)c(=O)n2C,1.0%,8%,-0.1,70,-1.0%,-5%,i,51,-2%,0.3%,4%
O=C(CN(Cc1cccs1)S(=O)(=O)c1ccc(S(=O)(=O)NC2CCCCC2)cc1)Nc1ccccc1,?,3%,14,64,-2.0%,1%,i,17,6%,-0.1%,9%
O=C(Nc1ccccc1F)c1coc(=O)c(Br)c1,1.4%,24%,0.1,62,0.1%,-6%,i,39,-9%,0.4%,51%
N=c1n(CC(=O)c2ccc([N+](=O)[O-])cc2)c2ccccc2n1Cc1ccc(Cl)cc1,?,13%,1.8,64,-1.2%,26%,i,46,26%,0.0%[50 µM],23%
O=C(NC1CC1)C1=C[C@@H](c2coc3ccccc3c2=O)C[C@@H](OCCCCO)O1,11%,11%,0.0,55,0.5%,-8%,i,34,-6%,1.3%,14%
O=C(O)Cc1sc(Nc2ccc(Cl)cc2)nc1-c1cccs1,/,/,-3.2,68,-0.3%,/,/,/,31%,/,7%
Cc1ccc(C)c(N2CCN(C(=O)Nc3ccc4c(c3)N(C)C(=O)CS4)CC2)c1,0.9%,3%,-0.1,75,-0.9%,-6%,i,57,4%,0.0%,8%
Cc1ccc(C)c(N2CCN(C(=O)Cn3c(=O)[nH]c4ccsc4c3=O)CC2)c1,2.0%,9%,-1.6,91,-0.1%,2%,i,9,-5%,-0.1%,2%
O=C(O)c1ccccc1C(=O)Nc1ccc(-n2nccc2C(F)(F)F)cc1,0.3%,8%,-0.8,53,-0.7%,-9%,i,46,-11%,0.5%,9%
Cc1cc(C2=NNC(=NC3CC3)SC2)c(C)n1-c1ccccc1,/,8%,/,/,0.0%,18%,/,/,31%,0.0%,12%
